Bioassay records as filed in PubChem BioAssay.
BAZ2B block – inhibitors of human BAZ2B bromodomain; Q9UIF8; AlphaScreen BAZ2B-H3K14Ac peptide displacement; Potency, µM (top dose mostly 114 µM), for the others: at the highest dose activity change, negative = inhibition, most hits filed as inhibitors; hit rate 4.4% among 360,000; AID 504333; further: potency means the concentration at half of the fitted maximal effect; on the % scale 0 is the no-effect control and ±100 the full control effect; nearly all actives have a fitted effect of over 60% in size
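AlphaScreen displacement of biotin-H3(5-23)K14Ac peptide (50 nM final) from BAZ2B (50 nM final) in PBS pH 7.4, 0.01% Tween-20; complex preformed 30 min RT, then compounds (top 110 uM) 30 min RT, beads 20 min dark.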
HP1b binding inh – HP1-beta chromodomain-methylated histone interaction inhibition | AlphaScreen HP1-beta / biotin-H3K9me3 peptide binding | Potency, µM (highest dose often 114 µM), for the others: top-dose activity change, negative = inhibition, actives largely listed as inhibitors | hit rate 0.56% among 390,000; further: potency means the concentration at half of the fitted maximal effect; nearly all actives have a fitted effect of over 70% in size; inactives centre near 23
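Compound inhibition of the preformed complex between 50 nM HP1-beta and 50 nM biotinylated H3K9me3 peptide was read by AlphaScreen. Buffer was PBS pH 7.4 with 0.01% Tween-20. Incubations ran 30 min at room temperature, with 10 ug/mL donor/acceptor beads.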
G9a block – blocks human histone lysine methyltransferase G9a; Potency, µM (top dose mostly 102 µM), inactives show at the highest dose activity, negative = inhibition, actives largely listed as inhibitors; G9a H3K9 monomethylation, AlphaScreen, 2 h; hit rate 8.8% among 350,000; Q96KQ7; further: potency means the concentration at half of the fitted maximal effect; on the % scale 0 is the no-effect control and ±100 the full control effect; nearly all actives have a fitted effect of over 75% in size
Target sequence (Q96KQ7 913-1193 limits assumed): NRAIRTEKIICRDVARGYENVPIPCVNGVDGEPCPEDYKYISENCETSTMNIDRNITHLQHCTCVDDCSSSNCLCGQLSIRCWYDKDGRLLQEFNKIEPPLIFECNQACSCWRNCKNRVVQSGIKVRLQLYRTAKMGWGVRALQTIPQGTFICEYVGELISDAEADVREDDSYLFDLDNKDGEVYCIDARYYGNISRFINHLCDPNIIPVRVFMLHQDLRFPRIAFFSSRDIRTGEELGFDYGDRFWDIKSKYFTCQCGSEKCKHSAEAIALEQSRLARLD
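Signal arises when biotinylated H3K9 peptide, once monomethylated, bridges streptavidin donor and antibody-captured acceptor beads. Enzyme at 20 nM was preincubated 15 min with test compounds; peptide 500 nM and SAM 20 uM then reacted for 2 h.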
RGS4 inh – inhibitors of human regulator of G protein signaling 4 | AID 504845 | hit rate 0.039% among 390,000 | Transcreener GDP fluorescence polarization, RGS4-accelerated GTP hydrolysis | Potency, µM (doses to about 114 µM), inactives show at the top dose activity change, negative = inhibition, actives largely listed as inhibitors; further: potency means the concentration at half of the fitted maximal effect; on the % scale 0 is the no-effect control and ±100 the full control effect; nearly all actives have a fitted effect of over 75% in size; some results filed as inactive show a strong effect at the top dose
Target sequence (P49798 whole entry, looked up): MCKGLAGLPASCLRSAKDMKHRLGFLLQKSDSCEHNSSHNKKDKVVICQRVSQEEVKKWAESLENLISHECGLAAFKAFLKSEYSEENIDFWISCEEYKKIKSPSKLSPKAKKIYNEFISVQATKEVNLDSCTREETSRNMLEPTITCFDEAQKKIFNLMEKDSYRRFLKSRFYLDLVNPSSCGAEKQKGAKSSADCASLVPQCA
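MLSMR compounds (23 nl, pin-transferred) preincubated 10 min at room temperature with a 500nM (2x) first reagent, then RGS4 at 900nM (2x) plus Transcreener GDP mix added; fluorescence polarization (620/688 nm) read before and after 90 min at 30 °C.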
ALOX12 inh – inhibitors of human 12S-lipoxygenase ALOX12; P18054; purified 12hLO, xylenol orange hydroperoxide absorbance; Potency, µM (highest dose often 108 µM), for inactives: at the highest dose activity change, negative = inhibition, hits mostly inhibitors; hit rate 1.1% among 580,000; AID 1671190; further: potency means the concentration at half of the fitted maximal effect; on the % scale 0 is the no-effect control and ±100 the full control effect
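Purified human 12hLO (150 nM final) in 25 mM Hepes, 0.01% Triton X-100, pH 7.0 was preincubated 15 min at room temperature with compound. Then 40 uM arachidonic acid was added, 30 min. Hydroperoxide was read by Fe-XO absorbance ratio 573/405 nm.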
GLS inhibitor – inhibitors of human glutaminase (GLS); hit rate 0.21% among 410,000; GLS enzymatic activity, qHTS titration; Potency, µM (top dose mostly 45.5 µM), for inactives: at the top dose activity change, negative = inhibition, hits mostly inhibitors; further: potency means the concentration at half of the fitted maximal effect; on the % scale 0 is the no-effect control and ±100 the full control effect
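Two-point fluorescence kinetic (t0, 30 min RT) for hKGA; glutamate detected via glutamate oxidase–HRP–Amplex Red. Substrate: 1 mM L-glutamine solution; buffer 45 mM KH2PO4, pH 8.2.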
JMJD2A Tudor – JMJD2A Tudor domain (human) inhibition; hit rate 4.4% among 390,000; AlphaScreen JMJD2A-Tudor / H3K4me3 peptide binding; Potency, µM (doses to about 114 µM), for the others: at the highest dose activity change, negative = inhibition, most hits filed as inhibitors; further: potency means the concentration at half of the fitted maximal effect; on the % scale 0 is the no-effect control and ±100 the full control effect; nearly all actives have a fitted effect of over 50% in size
PI4K2A block – PI4K2A (human) kinase inhibition; purified PI4K2A, ADP-Glo luminescence, 1 h; active compounds read low; Q9BTU6; activity change, negative = inhibition, % at 76.9 µM; hit rate 0.13% among 420,000; in the data active means activity change below about -50%; inconclusive means mostly about -30% to -49%;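 further: -100% = wells without enzyme as full effect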
Target sequence (Q9BTU6 whole entry, looked up): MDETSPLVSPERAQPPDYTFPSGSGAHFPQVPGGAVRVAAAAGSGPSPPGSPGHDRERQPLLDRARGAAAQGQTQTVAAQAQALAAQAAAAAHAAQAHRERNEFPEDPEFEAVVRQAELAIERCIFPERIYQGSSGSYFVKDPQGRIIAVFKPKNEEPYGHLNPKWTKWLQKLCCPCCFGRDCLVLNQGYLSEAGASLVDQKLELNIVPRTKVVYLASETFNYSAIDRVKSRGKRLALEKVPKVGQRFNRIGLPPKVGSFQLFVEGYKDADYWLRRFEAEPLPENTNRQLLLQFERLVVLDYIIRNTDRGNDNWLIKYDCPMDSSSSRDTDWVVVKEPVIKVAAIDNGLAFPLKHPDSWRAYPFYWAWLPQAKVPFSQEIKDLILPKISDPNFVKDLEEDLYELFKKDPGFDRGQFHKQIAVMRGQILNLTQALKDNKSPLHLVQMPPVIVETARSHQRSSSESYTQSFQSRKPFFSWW
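In this quantitative HTS, ADP production by PI4K2A was quantified luminescently after 1 h at ambient temperature; 100 microM adenosine served as plate-quality control.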
ERG Ets-DNA blk – ERG Ets/DNA interaction inhibition. fluorescence polarization, His-ERG Ets domain / labelled DNA. Potency, µM (series often up to 76.9 µM), for inactives: at the top dose FP activity, negative = inhibition, most hits filed as inhibitors. hit rate 0.028% among 370,000; active means well fitted inhibition curve with a large enough effect in the polarisation, with a control signal flat; inconclusive means small, poorly fitted or top-dose-only effect, or effect the other way, or a change in a side signal; inactive means no such curve, though single readings can be large or run the other way; the % refers to the polarisation;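 further: polarization taken with two DNA probes labelled with fluorescein and Texas red; potency means the concentration at half of the fitted maximal effect; % of control where 0% means no effect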
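His-tagged ERG Ets domain (1 uM in the protein solution; 300mM KCl, 50mM Tris-HCl, 1mM EDTA, 1mM DTT, pH 7.5) received compound, then a probe mix of 5 nM fluorescein-DNA and 100nM Texas-615-DNA. Fluorescence polarization was read for both dyes.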
The depositor's hits bear a star; ? = inconclusive; · = not tested or not shown; [ ] = another dose, or the depositor's remark. Unless noted, the call rests on the fitted dose curve; in most records, active means well fitted curve in the direction sought with a large enough effect; inconclusive means small, poorly fitted or top-dose-only effect, or another doubt; inactive means no such curve, though single readings can be large; an effect the other way counts as inactive or inconclusive. Some of the compounds tested; count on the stated rates, not on these rows.

SMILES	BAZ2B block	HP1b binding inh	G9a block	RGS4 inh	ALOX12 inh	GLS inhibitor	JMJD2A Tudor	PI4K2A block	ERG Ets-DNA blk
O=C(NCC(c1ccco1)S(=O)(=O)c1cccs1)c1ccc(F)cc1 (stereo not drawn)	-0.8%	46.6%[activator]	-7.1%[59 µM]	-3.1%	-14.1%	4.8%	-13.7%	-3.7	-0.5%
Cc1n[nH]c(=O)n1-c1ccc(C(C)C)cc1	-3.5%	50.1%[activator]	50.3%	9.2%	-13.4%	0.5%	-2.3%	-3.2	-1.7%
O=S(=O)(Nc1ccc(OC(F)(F)F)cc1)c1ccc(N2CCCCS2(=O)=O)cc1	-12.9%	13.5%	-1.1%[59 µM]	8.3%	?	-11.1%	-10.3%	-5.6	2.4%
CC(C)(C)C(=O)CC1(O)C(=O)N(Cc2ccc(Cl)cc2)c2ccccc21 (stereo not drawn)	-2.9%[57.1 µM]	10.4%	8.4%[59 µM]	7.7%	?	1.6%	?	1.3	-3.0%
Cc1nn(-c2ccccc2)c(/N=C/c2ccccc2O)c1-c1ccccc1	-8.5%	-23.1%	-9.8%[59 µM]	-10.7%	11.2%	-2.0%	?	-1.5	-2.8%
O=C(CN1CCN(c2ccccc2F)CC1)NC(=O)NC1CCCCC1	·	8.5%[57 µM]	·	10.5%	-2.3%	4.5%	-6.2%	1.7	-7.2%
Nc1cccc(-n2cccc2)c1	-37.1%	-8.7%	?	5.5%	27.8%	-0.7%	-29.7%	-2.4	8.8%
COc1ccccc1N(CC(=O)Nc1ccccc1F)S(C)(=O)=O	1.2%	23.2%	-21.0%[59 µM]	-1.2%	0.1%	-7.4%	-1.7%	1.6	4.4%
COc1cccc(-c2ncc3ccccc3c2COC(=O)N2CCOCC2)c1	8.2%	27.1%	5.6%[0.501 µM]	2.0%	3.7%	2.5%	-7.1%	-2.5	-4.1%
Nc1c(C(=O)Nc2ccc(Cl)c(C(=O)O)c2)sc2nc3c(cc12)CCCC3	-14.9%	43.7%[activator]	44.7µM*	-1.9%	-8.8%	?	-2.1%	-6.8	2.8%
CCc1ccc(NC(=S)N(CCN2CCOCC2)Cc2ccccc2F)cc1	-22.5%	8.9%	1.4%	-16.7%	12.5%	3.7%	-17.8%	6.8	6.8%
O=C(O)c1ccc2nc(C(F)(F)F)[nH]c2c1	-7.1%	46.0%[activator]	-3.9%[59 µM]	14.6%	-11.1%	·	-5.3%	-5.1	2.7%
O=C(COC(=O)c1ccccc1SCC(=O)N1CCCC1)Nc1ccccc1	16.7%	48.4%[activator]	11.6%	8.7%	-12.4%	17.0%	-16.6%	-1.6	0.2%
O=C(Nc1ccc2c(c1)OCO2)[C@@H]1CCCN1S(=O)(=O)c1cccc2cccnc12	3.1%	20.0%	15.1%[2.33 µM]	-15.5%	-2.6%	1.0%	-25.2%	-0.3	-1.0%
CCOC(=O)C1CSC(CC(=O)Nc2ccc(Cl)cc2)C(=O)N1 (stereo not drawn)	-3.0%	29.1%	0.6%[12.7 µM]	8.8%	3.3%	-2.0%	6.6%	-2.5	·
CC1=CC(C)(C)[N+](C)=CN1c1ccccc1	-7.9%	5.2%	6.31µM*	1.1%	?	2.8%	-8.7%	-2.8	14.2%
C[C@@H]1CN([C@H](C)CO)C(=O)c2cc(NC(=O)Nc3ccc(C(F)(F)F)cc3)ccc2O[C@H]1CN(C)C(=O)Nc1ccc(F)cc1	·	24.0%	·	-3.1%	?	9.9%	-25.2%	-6.1	1.3%
CC(C)(C)C(=O)Cn1nc(Cl)nc1Cl	4.4%	6.4%	23.0%	4.0%	0.0%	4.3%	-5.4%	5.6	4.1%
COC(=O)C1=C(C)N(CCc2ccc(OC)cc2)C(=O)C1	-33.0%	5.9%	?	6.9%	?	-2.1%	-8.2%	-3.5	0.8%
CC(C)CCSc1nc2c(c(=O)[nH]c(=O)n2C)n1CCCc1ccccc1	7.0%	34.0%	39.8µM*	-25.8%	29.2%	-1.5%	-0.7%	1.0	-6.9%
O=C(Cc1ccccc1)NC(CSSCC(NC(=O)Cc1ccccc1)C(=O)O)C(=O)O (stereo not drawn)	·	12.7%[57 µM]	·	8.3%	-9.1%	5.1%	3.4%	-5.8	-0.2%
COc1ccc(CCNC(=O)C(=O)NCC(c2cccs2)S(=O)(=O)c2ccccc2)cc1 (stereo not drawn)	-22.2%	7.8%	14.5%[59 µM]	8.1%	-15.7%	-3.2%	-29.5%	-1.9	5.3%
CC(Sc1nnc(N)s1)C(=O)NNC(=O)c1cccc(Cl)c1 (stereo not drawn)	·	32.8%	·	-5.8%	-4.1%	53.4%[activator]	6.2%	0.1	13.8%
CCOC(=O)CSc1nnc(CSc2nc3sc4c(c3c(=O)[nH]2)CCCC4)n1-c1ccccc1	2.1%[57.1 µM]	21.1%	-9.9%	-10.9%	0.2%	8.6%	-10.7%	-3.2	-0.2%
O=C(OCC(=O)N1CCc2ccccc21)c1ccc[n+]([O-])c1	-3.1%	7.1%	-48.2%	-18.2%[11.4 µM]	0.0%	-9.7%	-13.0%[11.4 µM]	3.7	-7.5%

2 entries from above, with values ahead of the structure:
BAZ2B block | HP1b binding inh | G9a block | RGS4 inh | ALOX12 inh | GLS inhibitor | JMJD2A Tudor | PI4K2A block | ERG Ets-DNA blk | smiles
4.4% | 6.4% | 23.0% | 4.0% | 0.0% | 4.3% | -5.4% | 5.6 | 4.1% | CC(C)(C)C(=O)Cn1nc(Cl)nc1Cl
· | 32.8% | · | -5.8% | -4.1% | 53.4%[activator] | 6.2% | 0.1 | 13.8% | CC(Sc1nnc(N)s1)C(=O)NNC(=O)c1cccc(Cl)c1 (stereo not drawn)

Part of the list above in order of number of heavy atoms, high to low:
SMILES	BAZ2B block	HP1b binding inh	G9a block	RGS4 inh	ALOX12 inh	GLS inhibitor	JMJD2A Tudor	PI4K2A block	ERG Ets-DNA blk
O=C(COC(=O)c1ccccc1SCC(=O)N1CCCC1)Nc1ccccc1	16.7%	48.4%[activator]	11.6%	8.7%	-12.4%	17.0%	-16.6%	-1.6	0.2%
CC(Sc1nnc(N)s1)C(=O)NNC(=O)c1cccc(Cl)c1 (stereo not drawn)	·	32.8%	·	-5.8%	-4.1%	53.4%[activator]	6.2%	0.1	13.8%
CC(C)(C)C(=O)Cn1nc(Cl)nc1Cl	4.4%	6.4%	23.0%	4.0%	0.0%	4.3%	-5.4%	5.6	4.1%

The list continues:
SMILES	BAZ2B block	HP1b binding inh	G9a block	RGS4 inh	ALOX12 inh	GLS inhibitor	JMJD2A Tudor	PI4K2A block	ERG Ets-DNA blk
O=C(c1cccs1)N1N=C(c2ccccc2)CC1c1ccccc1O (stereo not drawn)	-12.0%	25.8%	-8.8%	10.4%	-7.7%	-6.5%	-14.7%	1.6	-4.6%
COc1ccc(NC(=O)CN(C)C(=O)c2c(-c3ccccc3Cl)noc2C)cc1	7.0%	6.4%	?	13.9%	?	10.5%	-20.5%	-3.5	2.6%
CCCCCCC(=O)N1CCN(c2cc3c(cc2F)c(=O)c(C(=O)O)cn3CC)CC1	·	43.2%[activator]	·	-7.1%	5.0%	-1.3%	-17.6%	0.0	-6.6%
CCN(Cc1ccccc1)C(=O)Cn1c(=O)n(-c2ccc(Cl)cc2)c(=O)c2c(C)c(C(=O)N(C)C)sc21	-4.8%	6.6%	11.4%[59 µM]	3.8%	-11.7%	-2.9%	12.6µM*	-3.9	1.6%
CN1C2CCC1CC(NC(=O)CSc1ccc(C(C)(C)C)cc1)C2 (stereo not drawn)	3.2%	28.2%	6.3%	13.6%	0.0%	0.6%	-11.5%	-2.9	-9.2%
COc1ccc(C(CNC(=O)CN2C(=O)NC3(CC(C)CC(C)(C)C3)C2=O)N2CCOCC2)cc1 (stereo not drawn)	2.2%	25.9%	-0.2%[12.7 µM]	-0.6%	-8.3%	8.0%	-14.2%	0.3	-4.4%
Cn1c(CNC(=O)C2CCCCC2)cc2ccccc21	5.2%	35.1%	-6.9%	0.6%	0.8%	2.1%	3.1%	-8.1	5.2%
Cc1cc(S(=O)(=O)NCC(C)C)ccc1OCC(=O)NCc1ccccn1	?	16.6%	?	-11.9%	-16.8%	-5.0%	22.4µM*	-2.5	9.5%
CSc1nc(C)c(CCOC(=O)c2ccccc2)c(=O)[nH]1	3.6%	34.0%	-2.0%[0.0925 µM]	-19.6%	0.0%	-2.9%	-12.1%	-4.8	6.7%
COc1ccc(S(=O)(=O)Nc2noc3ccccc23)cc1	-16.0%	39.6%[activator]	-44.9%	-17.8%	0.0%	-4.1%	-5.6%	-2.9	-12.1%
COc1ccc(CCNC(=O)c2cnc3ccccc3n2)cc1	5.1%	8.5%	8.3%	-14.5%	12.0%	9.7%	-9.2%	4.6	-7.1%
COc1ccc(-c2nn(-c3ccccc3)cc2C(=O)N2CCN(S(=O)(=O)c3ccccc3[N+](=O)[O-])CC2)cc1	·	22.2%	·	7.3%	0.0%	-0.2%	-25.1%	0.8	0.4%
COc1ccc(N)cc1-n1c(C)ccc1C	?	-21.6%	21.3%[0.501 µM]	-18.8%	-28.4%	15.2%	?	-20.2	-4.0%
Cc1cc(NC(=O)CSc2n[nH]c(=O)[nH]c2=O)ccc1Br	-11.6%	21.1%	10.1%[12.7 µM]	13.3%	14.6%	-0.5%	-10.5%	5.4	5.9%
